MT1-MMP act inh: blockers of MT1-MMP proenzyme processing, primary screen, HT1080 RFP-PRO-GFP cells, GFP/RFP fluorescence; Matrix metalloproteinase-14 (Homo sapiens), P50281; GFP/RFP ratio fluorescence, overnight; percent of plate control window, DMSO zero; GFP/RFP ratio change, % at 20 µM; hit rate 0.061% among 360,000; AID 651647, 2012;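 active means GFP/RFP ratio change of at least 30% with cell ATP level not reduced by more than half and red fluorescence within 50% of control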; further: strong numbers were not always called active
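Compound: 20 µM single dose, 1% DMSO / System: HT1080 RFP-PRO-GFP cells / Controls: DMSO and RFP-L50D-GFP cell wells / Read-out basis: GFP/RFP fluorescence ratio / Schedule: overnight compound exposure at 37 °C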
MsrA inhibitor: bovine MsrA enzyme inhibitors, primary screen, biochemical, absorbance, HTS. hit rate 0.75% among 360,000. Methionine sulfoxide reductase A (Bos taurus). AID 651718, 2012. inhibition, % at 15.5 µM. purified bovine MsrA, absorbance read-out; in the data active means inhibition above about 4.5%;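 further: 0% = vehicle wells with enzyme and 100% = reference inhibitor wells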
CSN inh: inhibitors of CSN-mediated cullin deneddylation, primary screen, biochemical, fluorescence polarization, uHTS. COP9 signalosome complex subunit 5 (Homo sapiens), Q92905. Purified CSN, SCF-Nedd8-OG deneddylation. inhibition, % at 12.5 µM. hit rate 0.38% among 360,000. AID 651999, 2013;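 active means pattern-corrected inhibition above about 35%, with an unprinted fluorescence ratio check between 0.5 and 1.5, limit read from the data, passing the limit was not always enough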;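 further: 0% = enzyme with substrate and 100% = substrate without enzyme; some results filed as inactive read as strong as hits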
Target sequence (Q92905 whole entry, looked up, one chain of several): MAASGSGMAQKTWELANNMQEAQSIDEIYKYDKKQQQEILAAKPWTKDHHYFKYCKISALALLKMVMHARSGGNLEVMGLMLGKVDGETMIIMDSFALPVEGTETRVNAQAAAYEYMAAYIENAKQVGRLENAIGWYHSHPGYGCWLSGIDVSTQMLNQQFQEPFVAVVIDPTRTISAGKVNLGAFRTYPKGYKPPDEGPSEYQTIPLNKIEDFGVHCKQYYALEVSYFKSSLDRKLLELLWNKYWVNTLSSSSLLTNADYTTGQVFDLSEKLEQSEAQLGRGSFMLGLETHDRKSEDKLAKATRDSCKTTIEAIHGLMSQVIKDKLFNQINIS
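Assay system: HEK293T-derived human Csn5 enzyme; quantity: 0.24 nM enzyme; medium: Tris/NaCl/DTT buffer, pH 7.5; also added: substrate SCFSkp2-Nedd8OG, 10 nM; doses: 12.5 µM compound; schedule: 90 min reaction at room temperature; signal: FP; read-out: % inhibition of substrate cleavage by Csn5; benchmarks: substrate-only high control, full reaction low control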
MsrA act: bovine MsrA enzyme activators, primary screen, biochemical, absorbance, HTS; Methionine sulfoxide reductase A (Bos taurus); purified bovine MsrA, absorbance read-out; activation, % at 10.6 µM; hit rate 0.3% among 360,000; AID 602163, 2012; in the data active means activation above about 7.5%;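 further: 0% = vehicle and 100% = reference activator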
eLon inh: inhibitors of E. coli Lon protease, primary screen, biochemical, fluorescence polarization; hit rate 0.42% among 360,000; purified E. coli Lon protease; inhibition, % at 7.94 µM; in the data active means inhibition above about 13%, passing the limit was not always enough;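 further: 0% = enzyme with probe and DMSO and 100% = no enzyme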
Rin1 Abl inh: inhibitors of Rin1-Abl protein binding, primary screen, biochemical, TR-FRET; Tyrosine-protein kinase ABL1 (Homo sapiens) + Ras and Rab interactor 1 (Homo sapiens), …; inhibition, % at 7.35 µM; hit rate 0.4% among 360,000; AID 588664, 2011; in the data active means inhibition above about 5%, passing the limit was not always enough
PABP1 MLLE inh: inhibitors of PABP1 MLLE–PAM2 peptide binding, primary screen, biochemical, fluorescence polarization, FITC-PAM2, GST-MLLE; Polyadenylate-binding protein 1 (Homo sapiens), P11940; inhibition, % at 20 µM; hit rate 0.36% among 360,000; AID 588489, 2011; in the data active means inhibition above about 35%, passing the limit was not always enough;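 further: plate controls were DMSO wells with GST-MLLE for no effect and wells lacking GST-MLLE protein for full effect; some results filed as inactive read as strong as hits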
FAS TE block: FAS thioesterase domain inhibitors, primary screen, biochemical, fluorescence intensity, uHTS | Fatty acid synthase (Homo sapiens), P49327 | recombinant FAS-TE, OMFH fluorogenic substrate, fluorescence endpoint | inhibition, % at 15 µM | hit rate 0.67% among 360,000;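 active means compounds whose normalised, plate-corrected inhibition of enzyme fluorescence in the single-dose primary screen is 50% or more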;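 further: 0% = DMSO with enzyme and 100% = substrate without enzyme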
Rpn11 block: Rpn11 (PSMD14) deubiquitinase inhibitors, primary screen, biochemical, fluorescence polarization, uHTS; human 26S proteasome, Ub4-pepOG fluorescence polarization; 20S core pre-blocked with epoxomicin; calls only at 20 µM; hit rate 0.59% among 360,000; AID 588493, 2011;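 active means inhibition at 20 µM, scaled to each plate's controls, above about 33%, limit read from the data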
Target sequence (O00487 whole entry, looked up): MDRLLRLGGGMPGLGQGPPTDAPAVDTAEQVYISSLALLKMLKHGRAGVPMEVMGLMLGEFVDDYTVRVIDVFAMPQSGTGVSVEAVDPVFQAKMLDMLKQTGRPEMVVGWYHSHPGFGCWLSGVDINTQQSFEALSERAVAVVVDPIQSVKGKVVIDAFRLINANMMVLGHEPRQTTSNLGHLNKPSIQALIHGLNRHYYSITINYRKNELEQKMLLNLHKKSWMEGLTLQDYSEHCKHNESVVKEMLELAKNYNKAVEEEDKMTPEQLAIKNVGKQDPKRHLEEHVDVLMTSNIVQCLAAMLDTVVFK
Starred values were filed as active, the others as inactive.

For CCc1nnc(NC(=O)CSc2nnc(-c3ccco3)n2CC)s1 the results were MT1-MMP act inh 3, MsrA inhibitor 1.1, CSN inh 2, MsrA act 0, eLon inh 7, Rin1 Abl inh -1, PABP1 MLLE inh 1, FAS TE block -10 and Rpn11 block inactive.
Screening COc1nc(NC2CCCCC2)nc(NC(C)(C)C)n1 returned MT1-MMP act inh -3, MsrA inhibitor -0.4, CSN inh 3, MsrA act -4, eLon inh 1, Rin1 Abl inh 1, PABP1 MLLE inh -3, FAS TE block 8 and Rpn11 block inactive.
For O=c1cc(CN2CCN(c3ccc(O)cc3)CC2)nc2scc(-c3ccccc3)n12 the results were MT1-MMP act inh 1, MsrA inhibitor 0.1, CSN inh 4, MsrA act -1, eLon inh 2, Rin1 Abl inh -1, PABP1 MLLE inh -11, FAS TE block -3 and Rpn11 block inactive.
Cc1ccc(C)c(C(=O)CSc2nc3ccccc3c(=O)[nH]2)c1 was read as MT1-MMP act inh -2, MsrA inhibitor 2.1, CSN inh -2, MsrA act -1, eLon inh 3, Rin1 Abl inh 3, PABP1 MLLE inh 1, FAS TE block -3 and Rpn11 block inactive.
For Nc1ccc(-c2ncc(-c3ccccc3)o2)cc1 the results were MT1-MMP act inh -1, MsrA inhibitor 2.2, CSN inh 2, MsrA act -6, eLon inh -5, Rin1 Abl inh 0, PABP1 MLLE inh 1, FAS TE block 3 and Rpn11 block inactive.
`Cc1[nH]c2ccccc2c1C(=O)CN1CC(C)CC(C)C1` (configuration not stated) gave MT1-MMP act inh -3, MsrA inhibitor 0.0, CSN inh 0, MsrA act 1, eLon inh -5, Rin1 Abl inh 2, PABP1 MLLE inh -21, FAS TE block -5 and Rpn11 block inactive.
`O=c1c(Cc2ccccc2)c(O)ccn1Cc1ccc2c(c1)OCO2` gave MT1-MMP act inh -3, MsrA inhibitor -0.5, CSN inh -2, MsrA act -4, eLon inh 2, Rin1 Abl inh 0, PABP1 MLLE inh 0, FAS TE block -4 and Rpn11 block inactive.
O=C(Nc1ccccc1)c1cc(C2CCCCN2C(=O)OCCF)on1 (configuration not stated) was read as MT1-MMP act inh 4, MsrA inhibitor 2.1, CSN inh -1, MsrA act 0, eLon inh -1, Rin1 Abl inh -6, PABP1 MLLE inh -1, FAS TE block -6 and Rpn11 block inactive.
CCOc1cc(NS(=O)(=O)c2ccc(NC(C)=O)cc2)c(OCC)cc1NC(=O)C(C)C was read as MT1-MMP act inh -4, MsrA inhibitor -0.4, CSN inh 8, MsrA act -1, eLon inh -1, Rin1 Abl inh -1, PABP1 MLLE inh 2, FAS TE block -9 and Rpn11 block inactive.
Screening CC(C)OCc1ccc(C(=O)N2CCN(S(=O)(=O)c3ccc(Br)s3)CC2)cc1 returned MT1-MMP act inh 1, MsrA inhibitor -0.2, CSN inh 0, MsrA act 0, eLon inh -9, Rin1 Abl inh 0, PABP1 MLLE inh -73, FAS TE block 7 and Rpn11 block inactive.
CCc1ccc2nc(NC(=O)c3ccc(N4C(=O)CCC4=O)cc3)sc2c1 was read as MT1-MMP act inh 6, MsrA inhibitor 0.8, CSN inh -1, MsrA act -2, eLon inh -4, Rin1 Abl inh -2, PABP1 MLLE inh -11, FAS TE block -1 and Rpn11 block inactive.
For COc1ccc(Nc2c(-c3ccc(F)cc3)nc3nc(C)cc(C)n23)cc1 the results were MT1-MMP act inh 4, MsrA inhibitor 0.4, CSN inh -3, MsrA act -3, eLon inh -5 and FAS TE block 2.

Brought forward from above: two compounds, then new ones.
CCc1ccc2nc(NC(=O)c3ccc(N4C(=O)CCC4=O)cc3)sc2c1 was read as MT1-MMP act inh 6, MsrA inhibitor 0.8, CSN inh -1, MsrA act -2, eLon inh -4, Rin1 Abl inh -2, PABP1 MLLE inh -11, FAS TE block -1 and Rpn11 block inactive.
For COc1ccc(Nc2c(-c3ccc(F)cc3)nc3nc(C)cc(C)n23)cc1 the results were MT1-MMP act inh 4, MsrA inhibitor 0.4, CSN inh -3, MsrA act -3, eLon inh -5 and FAS TE block 2.
`COc1ccc2oc(C(=O)N3CCc4ccccc43)c(C)c2c1` gave MT1-MMP act inh -4, MsrA inhibitor 0.7, CSN inh -3, MsrA act -2, eLon inh 4, Rin1 Abl inh -1, PABP1 MLLE inh -15, FAS TE block 17 and Rpn11 block inactive.
For COc1cc(CNCc2ccc(C)cc2)cc(OC)c1OC the results were MT1-MMP act inh 3, MsrA inhibitor -0.5, CSN inh -1, MsrA act -7, eLon inh 4, Rin1 Abl inh 1, PABP1 MLLE inh -1, FAS TE block -2 and Rpn11 block inactive.
`CCN1C(=O)C(c2ccc(O)cc2)(c2ccc(O)cc2)c2ccccc21` gave MT1-MMP act inh 3, MsrA inhibitor 0.5, CSN inh -8, MsrA act -12, eLon inh -3, Rin1 Abl inh 2, PABP1 MLLE inh -9, FAS TE block 0 and Rpn11 block inactive.
CCOc1ccccc1-n1c(N)c(C(N)=O)sc1=S was read as MT1-MMP act inh 5, MsrA inhibitor 3.8, CSN inh 3, MsrA act -18, eLon inh 5, Rin1 Abl inh -4, PABP1 MLLE inh 33, FAS TE block -8 and Rpn11 block inactive.
CCc1ccc(NC(=O)C(=O)NCC2CCCN2S(=O)(=O)c2cccs2)cc1 (configuration not stated) was read as MT1-MMP act inh 0, MsrA inhibitor 1.5, CSN inh -2, MsrA act -2, eLon inh 0, Rin1 Abl inh 4, PABP1 MLLE inh 0, FAS TE block 14 and Rpn11 block inactive.
`COc1ncnc2c1oc1nc(C)c3c(c12)CC(C)(C)OC3` gave MT1-MMP act inh 0, MsrA inhibitor 0.2, CSN inh -3, MsrA act -2, eLon inh 0, Rin1 Abl inh -2, PABP1 MLLE inh 2, FAS TE block -6 and Rpn11 block inactive.
CCc1ccccc1N(C(C)=O)c1nc(CN=C=S)cs1 was read as MT1-MMP act inh 3, MsrA inhibitor -0.3, CSN inh 1, MsrA act -2, eLon inh -6, Rin1 Abl inh 2, PABP1 MLLE inh -8, FAS TE block -2 and Rpn11 block inactive.
Screening CCCCC[n+]1ccn(C2=C([O-])c3ccccc3C(=O)/C2=N\S(=O)(=O)c2ccccc2)c1 returned MT1-MMP act inh -7, MsrA inhibitor -1.5, CSN inh 3, MsrA act -8, eLon inh -4, Rin1 Abl inh -8, PABP1 MLLE inh 1, FAS TE block 0 and Rpn11 block inactive.
For CCOC(=O)c1nc(NCCc2ccccc2)sc1C the results were MT1-MMP act inh -1, MsrA inhibitor 0.5, CSN inh 2, MsrA act -2, eLon inh 5, Rin1 Abl inh 4, PABP1 MLLE inh 2, FAS TE block -8 and Rpn11 block inactive.
Screening Nc1ccccc1NC(=O)c1ccccc1 returned MT1-MMP act inh 10, MsrA inhibitor 0.5, CSN inh 0, MsrA act -11, eLon inh -3, Rin1 Abl inh -2, PABP1 MLLE inh 15, FAS TE block -12 and Rpn11 block inactive.
For Cn1c(-c2sccc2OCc2ccccc2)n[nH]c1=S the results were MT1-MMP act inh 4, MsrA inhibitor -0.6, CSN inh -9, MsrA act 5, eLon inh 2, Rin1 Abl inh -1, PABP1 MLLE inh 11, FAS TE block -4 and Rpn11 block inactive.
Cc1noc(C)c1CCC(=O)Nc1cc(C(=O)O)ccc1Cl was read as MT1-MMP act inh 11, MsrA inhibitor 0.1, CSN inh -5, MsrA act 0, eLon inh 7, Rin1 Abl inh 1, PABP1 MLLE inh 3, FAS TE block -4 and Rpn11 block inactive.
O=C1NC(Cc2ccccc2)c2nc3cc(F)c(F)cc3c(=O)n2-c2cc3ccccc3cc21 (configuration not stated) was read as MT1-MMP act inh -3, MsrA inhibitor -0.3, CSN inh 1, MsrA act -10, eLon inh -15, Rin1 Abl inh 3, PABP1 MLLE inh 7, FAS TE block 86* and Rpn11 block inactive.
CC1=C(C(=O)N2CCCCCC2)CC(CC(=O)NCCCCc2ccccc2)C(=O)N1Cc1ccccc1 (configuration not stated) was read as MT1-MMP act inh 3, MsrA inhibitor -1.2, CSN inh 1, MsrA act 2, eLon inh -2, Rin1 Abl inh 2, PABP1 MLLE inh -4, FAS TE block 10 and Rpn11 block inactive.
For Cc1sc2ncnc(N3CCC(C(=O)NNC(=O)COc4cccc(C(F)(F)F)c4)CC3)c2c1C the results were MT1-MMP act inh -2, MsrA inhibitor 0.1, CSN inh 0, MsrA act 3, eLon inh -3, Rin1 Abl inh 2, PABP1 MLLE inh -4, FAS TE block 12 and Rpn11 block inactive.

Structural class, the compounds so far containing a halogen (6)
O=C(Nc1ccccc1)c1cc(C2CCCCN2C(=O)OCCF)on1 (configuration not stated) was read as MT1-MMP act inh 4, MsrA inhibitor 2.1, CSN inh -1, MsrA act 0, eLon inh -1, Rin1 Abl inh -6, PABP1 MLLE inh -1, FAS TE block -6 and Rpn11 block inactive.
Screening CC(C)OCc1ccc(C(=O)N2CCN(S(=O)(=O)c3ccc(Br)s3)CC2)cc1 returned MT1-MMP act inh 1, MsrA inhibitor -0.2, CSN inh 0, MsrA act 0, eLon inh -9, Rin1 Abl inh 0, PABP1 MLLE inh -73, FAS TE block 7 and Rpn11 block inactive.
For COc1ccc(Nc2c(-c3ccc(F)cc3)nc3nc(C)cc(C)n23)cc1 the results were MT1-MMP act inh 4, MsrA inhibitor 0.4, CSN inh -3, MsrA act -3, eLon inh -5 and FAS TE block 2.
Cc1noc(C)c1CCC(=O)Nc1cc(C(=O)O)ccc1Cl was read as MT1-MMP act inh 11, MsrA inhibitor 0.1, CSN inh -5, MsrA act 0, eLon inh 7, Rin1 Abl inh 1, PABP1 MLLE inh 3, FAS TE block -4 and Rpn11 block inactive.
O=C1NC(Cc2ccccc2)c2nc3cc(F)c(F)cc3c(=O)n2-c2cc3ccccc3cc21 (configuration not stated) was read as MT1-MMP act inh -3, MsrA inhibitor -0.3, CSN inh 1, MsrA act -10, eLon inh -15, Rin1 Abl inh 3, PABP1 MLLE inh 7, FAS TE block 86* and Rpn11 block inactive.
For Cc1sc2ncnc(N3CCC(C(=O)NNC(=O)COc4cccc(C(F)(F)F)c4)CC3)c2c1C the results were MT1-MMP act inh -2, MsrA inhibitor 0.1, CSN inh 0, MsrA act 3, eLon inh -3, Rin1 Abl inh 2, PABP1 MLLE inh -4, FAS TE block 12 and Rpn11 block inactive.

High-throughput results: PubChem BioAssay, several laboratories
